# STK33 inh = blocks human STK33 kinase activity | 320,000 compounds, 0.073% hits | purified STK33, MBP phosphorylation, ADP-Glo luminescence | AID 2661 | Q9BYT3 | inhibition, % at 10 µM;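 active means inhibition at or above 25%, using the most active replicate where run in duplicate; inactive means inhibition below 25%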
# KCNQ2 block = KCNQ2 channel blockers in CHO-K1 cells – cell-based, FluxOR thallium flux, B-score, primary screen (AID 2156); O88943; 20 min; stronger effect = lower value; B-score at 10 µM; 310,000 compounds, 1.1% hits;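 active means fluorescence ratio B-score at most minus 3 library SDs, with starting brightness B-score within 2 library SDs, cut at about -5.5 in these data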
# Target sequence (O88943 whole entry, looked up): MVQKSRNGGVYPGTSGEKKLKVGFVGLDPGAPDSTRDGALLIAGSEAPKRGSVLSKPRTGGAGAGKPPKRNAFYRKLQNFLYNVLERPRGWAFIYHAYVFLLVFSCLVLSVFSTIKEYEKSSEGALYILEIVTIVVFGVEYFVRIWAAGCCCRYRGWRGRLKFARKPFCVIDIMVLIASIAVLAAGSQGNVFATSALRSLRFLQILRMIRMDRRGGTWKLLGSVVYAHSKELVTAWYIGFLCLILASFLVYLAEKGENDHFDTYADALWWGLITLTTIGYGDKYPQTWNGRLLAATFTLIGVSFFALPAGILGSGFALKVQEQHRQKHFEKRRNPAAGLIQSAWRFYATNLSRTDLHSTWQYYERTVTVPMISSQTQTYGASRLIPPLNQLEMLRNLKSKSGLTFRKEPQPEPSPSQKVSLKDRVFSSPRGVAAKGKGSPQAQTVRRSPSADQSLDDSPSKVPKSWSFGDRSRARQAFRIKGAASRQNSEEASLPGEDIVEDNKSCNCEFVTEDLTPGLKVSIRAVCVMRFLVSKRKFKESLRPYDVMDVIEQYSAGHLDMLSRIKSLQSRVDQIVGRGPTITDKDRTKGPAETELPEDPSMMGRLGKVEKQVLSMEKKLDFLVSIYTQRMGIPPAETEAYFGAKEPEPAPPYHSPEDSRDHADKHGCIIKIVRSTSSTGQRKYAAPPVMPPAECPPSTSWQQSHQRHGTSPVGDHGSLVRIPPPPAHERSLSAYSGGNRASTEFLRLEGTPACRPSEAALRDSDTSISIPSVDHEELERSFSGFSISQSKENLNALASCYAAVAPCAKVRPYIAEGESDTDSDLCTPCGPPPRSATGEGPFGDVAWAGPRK
# Kir21 block = Kir2.1 (mouse) channel inhibition; P35561; HEK293-Kir2.1, FluxOR thallium flux fluorescence; stronger effect = lower value; B-score at 10 µM; 310,000 compounds, 0.85% hits; AID 1672;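 active means fluorescence ratio B-score at or below minus 3 SD of library scores, with starting-brightness B-score within 2 SD, cut at about -4.2 in these data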;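 further: channel flux triggered by added potassium and thallium sulfate stimulus; B-score of peak minus minimum fluorescence over baseline after thallium stimulus; more negative B-score means stronger Kir2.1 block with less thallium influx; some compounds called inactive have numbers as strong as hits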
# An asterisk follows results filed as active; i = inactive; nt = not tested or not shown.
SMILES,STK33 inh,KCNQ2 block,Kir21 block
COc1ccc(CCN(C)C(=O)C2CCN(Cc3ccccc3)CC2)cc1OC,-0.3,i,0.03
Cc1cccc(NCN2C(=O)c3ccncc3C2=O)n1,-1.2,i,-0.41
C=CCOc1ccc(C(=O)Nc2ccccc2C(=O)N2CCCC2)cc1,nt,i,1.1
O=C(c1cc2ccccc2oc1=O)N1CCOCC1,-0.4,i,1.3
CCOC(=O)CN(C(=O)CSc1nnc(C)n1-c1ccccc1)c1ccccc1,-1.1,i,0.24
O=C(NC(=S)NCCN1CCOCC1)c1ccccc1Cl,-0.8,i,-0.47
Cc1cc(C(=O)NCCC(c2ccccc2)c2ccccc2)c(C)o1,-1.8,i,1.3
CN1CCN(c2ccc(CNC(=O)c3ccc4c(c3)OCCO4)cc2)CC1,-0.6,i,0.32
CN(C)C(=O)c1cc(C(=O)c2ccc(Cl)cc2Cl)c[nH]1,0.3,i,-1.5
CC(=O)NC(Cc1ccccc1)c1ccc2c(c1)OCCCO2 (stereo not given),-1.8,i,-0.03
Cc1ccc(NC(=O)N2CCCC2C(=O)Nc2nnc(C(C)C)s2)cc1 (stereo not given),-0.5,i,0.67
CCOC(=O)c1c(Nc2ccccc2)sc(/C=C2\C=Nc3ccccc32)c1O,-1.5,i,0
Clc1cccc(-c2ccc(C=Nc3ccc(N4CCOCC4)cc3)o2)c1Cl,nt,i,1.2
O=C(c1cccs1)N1CCCC(c2nc3c(nnn3Cc3c(Cl)cccc3Cl)c(=O)[nH]2)C1 (stereo not given),-1.9,i,2.1
c1ccc(CCN=C2CCCc3c2[nH]c2ccccc32)cc1,0.9,i,-12*
Cc1ccc(S(=O)(=O)NC2CCC(C(=O)O)CC2)cc1 (stereo not given),-0.1,i,0.57
Cc1nc(-c2ccccc2)nc(-c2ccccc2)n1,-0.5,i,0.09
O=C(NNc1ccc(Cl)cc1)c1cccs1,-0.9,i,0.01
C/C(CC(=O)NCc1ccco1)=N\NC(=O)CC#N,-2.0,i,-0.16
Cc1cc(Br)ccc1NC(=O)c1ccc(-n2cncn2)c([N+](=O)[O-])c1,nt,i,-0.8
CCN(CC(=O)NCCCN1CCOCC1)S(=O)(=O)c1cc(Cl)ccc1Cl,-1.4,i,0.14
CCc1nn2c(=O)cc(COc3ccc(/C=C4\C(=N)N5N=C(CC(C)C)SC5=NC4=O)cc3)nc2s1,-1.5,i,0.02
CCOc1ccc(C(=O)NCC(=O)OCCCOC(=O)CNC(=O)c2ccc(OCC)cc2)cc1,-1.3,i,-0.81
Cc1ccc(S(=O)(=O)n2c([N+](=O)[O-])cnc2C)c(C)c1C,0.1,i,0.86
COc1cccc(OC)c1OCCCOc1ccc(C)cc1Br,1.0,i,-1.8
# (more compounds)
SMILES,STK33 inh,KCNQ2 block,Kir21 block
COc1cccc(C(=O)Nc2ccc(NC(=O)Cc3ccccc3)cc2)c1,-2.0,i,1.5
Cc1nn(-c2cccc(Cl)c2)c2c1C(c1cccnc1)C(C#N)=C(N)O2 (stereo not given),0.6,i,0.66
CCOC(=O)c1c(NC(=O)COc2ccccc2)sc2c1CC(C)(C)NC2(C)C,0.3,i,0.45
Cc1cc2nccc(-c3ccc(OCCCF)cc3)n2n1,6.5,i,-0.28
CC(C)C(=O)Nc1c2c(nn1-c1ccc(F)cc1)CSC2,-0.9,i,0.05
CCOc1ccccc1C(=O)Nc1cc2c(cc1N1CCCC1)n(CC)c(=O)n2CC,9.1,i,-1.8
Cc1cccc(OCC(=O)NNC(=O)c2cc3ccccc3oc2=O)c1,-0.9,i,0.7
CCCCN(CCCNC(=O)c1c(C)cc(=O)oc1C)c1ccccc1,-1.6,i,-0.1
COc1cc(Br)c(-c2sc(Nc3ccccc3)n[n+]2-c2ccccc2)cc1OC,-0.8,i,-3.4
O=C(COc1ccccc1F)N1CCc2ccccc2C1,-1.3,i,1.4
O=C(CNc1ccccc1)N/N=C/c1c(O)ccc2ccccc12,0.2,i,-1.1
CCN(CC)C(=O)c1ccc2c(c1)nnn2C,0.1,i,-0.19
Cc1c(CN2CCN(c3cccc(C(F)(F)F)c3)CC2)c(=O)n(-c2ccccc2)n1C,0.4,i,-1.6
O=C(NC1(C(=O)NC2CCCCC2)CCCCC1)c1ccc2c(c1)OCO2,-1.0,i,0.38
CCOCN(C(=O)Cn1c(CO)nc2ccccc21)c1c(C)cccc1CC,0.5,i,0.12
Cc1nn(-c2ccccc2)c(Cl)c1/C=N/NC(=O)c1cccnc1,-0.7,i,-0.27
O=S(=O)(Nc1ncccn1)c1ccc(-n2cnnn2)cc1,1.1,i,-1.6
COC(=O)c1ccc([N+](=O)[O-])cc1N1C(=O)C2C3CCC(C3)C2C1=O (stereo not given),-1.7,i,-0.32
CCOC(=O)c1c(C)cc(=O)oc1C,-1.5,i,0.48
O=C(Nc1ccc(F)cc1)Nn1cnnc1,0.6,i,-0.12
CNc1ccccc(C(=O)/C=C/c2ccccc2OC)c1=O,-2.3,i,-1.2
S=C(NC1CCCCC1)N1CCN(C2CCCCC2)CC1,-1.2,i,-1.5
Cc1ccc(S(=O)(=O)NCC2CCC(C(=O)NCc3cccnc3)CC2)cc1 (stereo not given),-0.1,i,0.98
Nc1c(-c2ccc(Cl)cc2)cnn1-c1ccccc1,-0.5,i,1.2
N#Cc1c(N)nc2c(c1-c1ccc(F)cc1)CCC2,-3.0,i,-0.64
# More records follow.
SMILES,STK33 inh,KCNQ2 block,Kir21 block
Cc1cc2c(c(=O)o1)C(C1C=CCCC1)C(C#N)=C(N)O2 (stereo not given),-1.2,i,0.01
C=CCOc1ccc(C(=O)Nc2ncn[nH]2)cc1,-1.4,i,1.2
OC(Cn1cccn1)c1ccccc1 (stereo not given),-2.0,i,-2.3
O=C(Nc1ccc(Cl)cc1)c1ccncc1,0.1,i,-0.73
COC(=O)CNS(=O)(=O)c1ccc(C)cc1,-3.2,i,1.2
Cc1ccc2sc(N(CCCN(C)C)C(=O)c3ccc(S(=O)(=O)N(C)C)cc3)nc2c1C,-0.8,i,2.2
CC(=O)c1ccc(OCCn2c(SCC(=O)O)nc3ccccc32)cc1,-0.7,i,0.11
CSCC[C@H](NC(=O)C(C)(C)Oc1ccc(Cl)cc1)c1nc2ccccc2[nH]1,-1.5,i,-1.3
Cc1ccc(C)n1-c1ccc(-c2nnc3n2CCCCC3)s1,-1.1,i,0.55
COC(=O)c1cc(C(=O)CSc2nc(C)cc(C)n2)ccc1O,0.8,i,-0.53
N#C/C(=C\c1c(N2CCCCC2)nc2ccccn2c1=O)C(=O)NC1CCS(=O)(=O)C1 (stereo not given),-1.0,i,-0.33
CN(C)/C=C1/OC(=O)C(C#N)=C1c1ccc(Cl)cc1,-1.2,i,0.79
CCCCCCCCCCCCCCCC[n+]1cccc(C(=O)N(CC)CC)c1,-1.5,i,-10
Cc1ccc(-n2ncc3c(N4CCC(C(N)=O)CC4)ncnc32)c(C)c1,-2.4,i,0.12
COc1ccc(N2CCN(C(=O)Cc3ccc(C)cc3)CC2)cc1,0.4,i,0.14
COC(=O)CNC(=O)C1CCCN1C(=O)OC(C)(C)C (stereo not given),-0.6,i,-1.3
Cc1cccn2cc(-c3ccccc3)nc12,-0.7,i,0.34
CN(C)c1nc(OCCOC(=O)Nc2ccc(Cl)cc2Cl)nc(N(C)C)n1,-0.7,i,-3.5
CCCCNC(=O)C1CC(c2ccccc2[N+](=O)[O-])=NO1 (stereo not given),-1.0,i,0.08
N#CC(=C=[N-])C1=C(C#N)C(c2ccccc2F)C([n+]2ccccc2)C(O)(C2CC2)N1 (stereo not given),-0.6,i,0.49
O=C(NCc1ccc(Cl)cc1)C1CCN(C(=O)c2ccco2)CC1,-1.6,i,-0.18
O=C(NCC(=O)N1CCN(S(=O)(=O)c2cccs2)CC1)c1ccc(Cl)cc1,0.5,i,0
Cn1c2ccccc2c2ncn(Cc3ccc(F)cc3)c(=O)c21,0.8,i,-0.18
O=C(C1=C(O)C(=O)N(CC2CCCO2)C1c1ccccc1Cl)c1ccco1 (stereo not given),-1.5,i,-0.41
COc1cc(F)c(C(=O)NC(C)(C)CO)cc1OC,-1.4,i,1.8
# Going on with the list.
SMILES,STK33 inh,KCNQ2 block,Kir21 block
CC(C)N(C)Cc1nnnn1CC(=O)N(C)Cc1ccc(F)cc1,0.7,i,0.32
COc1ccccc1N(CC(=O)N/N=C/c1ccc(SC)cc1)S(C)(=O)=O,-2.5,i,1.1
COC(=O)C(Cc1cnc(Cl)s1)(C(=O)OC)c1ccc([N+](=O)[O-])cc1[N+](=O)[O-],-1.7,i,-0.2
Cc1ccccc1NC(=O)c1cc2ccccn2n1,0.3,i,-0.55
Cc1ccc(S(=O)(=O)N2CCCC2)cc1C(=O)N1CCN(Cc2ccccc2)CC1,-0.3,i,-1
Nc1ccc2c(c1)OC1(CCCC1)O2,-0.3,i,0.04
Cc1nnc(SCC(=O)NC(C)(C)C)n1CCc1ccccc1,-0.7,i,1.1
CC(=O)C1C(c2ccc(F)cc2)C2C(C)=NN=C2CC1(C)O (stereo not given),1.2,i,0.87
C=CCC(C#N)(c1ccc(OC)c(OC)c1)c1cnccn1 (stereo not given),0.5,i,-1.1
COc1ccc(NC(=O)CCN2CCN(S(=O)(=O)c3ccc(OC)cc3)CC2)cc1,-0.6,i,0.61
Cc1cccc(C(C)C)c1NC(=O)CN1C(=O)NC(Cc2ccccc2)C1=O (stereo not given),-0.1,i,0.32
CC1(C)CC(=O)C(C(O)c2ccc([N+](=O)[O-])cc2)C(C)(C)N1 (stereo not given),0.7,i,1.6
Cc1ccc(OCC(=O)OC(C)CN2CCCCC2)cc1 (stereo not given),-5.4,i,-0.7
CCOC(=O)C1=C(C)N(CCCCCC(=O)O)C(=O)NC1c1cccc([N+](=O)[O-])c1 (stereo not given),0.2,i,0.39
O=C1NC(c2ccccc2)=C(c2ccc3ccccc3n2)C(c2ccncc2)N1 (stereo not given),-1.1,i,2.2
COc1cnc(N(C)C)nc1Sc1cccc(Cl)c1,-1.8,i,0.9
Cc1cc(NCc2ccccn2)n2c(nc3ccccc32)c1C#N,nt,i,0.68
COc1ccc(-c2nn3c(-c4ccccc4)nnc3s2)cc1,-1.1,i,-1.8
CC(=O)Nc1cc(C(=O)OCC(=O)c2ccc(Cl)cc2Cl)ccc1C,-0.3,i,-0.06
O=C(NCCc1ccccc1)C(=O)c1c(-c2ccccc2)[nH]c2ccccc12,-2.0,i,-0.56
Cc1ccnc(NS(=O)(=O)c2ccc(N3C(=O)c4c(Cl)c(Cl)c(Cl)c(Cl)c4C3=O)cc2)n1,-0.5,i,-1.4
O=C(NC(=S)N1CCOCC1)c1cc2ccccc2o1,3.6,i,-0.2
c1ccc(-n2ncc3c(NCc4cccnc4)ncnc32)cc1,-0.3,i,0.05
O=S(=O)(Cc1ccccc1Cl)NCCc1ccccc1,-0.8,i,-0.52
COCCCN(Cc1ccccn1)S(=O)(=O)Cc1ccccc1,-0.6,i,0.61

# Record cards (already shown). Screens in order: STK33 inh	KCNQ2 block	Kir21 block
# CC1(C)CC(=O)C(C(O)c2ccc([N+](=O)[O-])cc2)C(C)(C)N1 (stereo not given) as listed: 0.7	i	1.6
# c1ccc(-n2ncc3c(NCc4cccnc4)ncnc32)cc1 as listed: -0.3	i	0.05
# CC(C)N(C)Cc1nnnn1CC(=O)N(C)Cc1ccc(F)cc1 as listed: 0.7	i	0.32

# Returning to the listing, repeating the 3 entries before the break.
SMILES,STK33 inh,KCNQ2 block,Kir21 block
c1ccc(-n2ncc3c(NCc4cccnc4)ncnc32)cc1,-0.3,i,0.05
O=S(=O)(Cc1ccccc1Cl)NCCc1ccccc1,-0.8,i,-0.52
COCCCN(Cc1ccccn1)S(=O)(=O)Cc1ccccc1,-0.6,i,0.61
Cc1ccc(/C=C2\SC(=O)N(CCC(=O)N3CCN(C)CC3)C2=O)cc1,-1.2,i,-1.2
O=C(O)c1ccc(CSc2nnc(COc3ccccc3)o2)cc1,-1.0,i,0.26
COc1ccc(-n2c(SCC(=O)Nc3ccccc3C)nc(O)c(Cc3ccccc3)c2=O)cc1,-0.6,i,1.4
COc1cc(OC)c2ccc(=O)oc2c1C(CC(=O)N1CCOCC1)c1ccc2c(c1)OCO2 (stereo not given),1.6,i,-0.81
CCN(CC)S(=O)(=O)c1ccc(C(=O)Nc2nnc(COC)o2)cc1,-1.2,i,-0.49
O=C(CC1CCCCC1)NCCOc1ccccc1,-1.2,i,-0.95
CNC(=O)C1CC(=O)N(c2ccc(OCC(=O)N3CCCC3)cc2)C1 (stereo not given),-1.1,i,-0.21
O=C(CCC(=O)c1ccc(Cl)cc1)NCc1ccccc1,-0.6,i,0.83
COc1ccc(NC(=O)CN2C(=O)COc3ccccc32)cc1OC,-2.3,i,0.83
N#Cc1cccnc1N1CCN(C(=O)c2ccco2)CC1,-1.6,i,0.36
CN(CC1CCOCC1)C(=O)CC1C(=O)NCCN1Cc1ccc(Cl)c(F)c1 (stereo not given),nt,i,0.22
COc1ccc(-c2cn(-c3ccc(C)c(Cl)c3)c(=S)[nH]2)cc1OC,-0.5,i,-2.6
Nc1c(C(=O)NC2CCCC2)sc2nc(-c3cccs3)ccc12,0.9,i,1.5
Clc1cccc(Nc2ncnc3ccc(Br)cc23)c1,2.3,i,0
COc1cc2c(cc1N/C=C(\C#N)c1nc(-c3ccccc3)cs1)oc1ccccc12,-0.8,i,0.86
O=C(O)c1cccc(NS(=O)(=O)c2cccc3nsnc23)c1,-1.7,i,0.68

# Screening results deposited in PubChem BioAssay by several laboratories.

# Outcome played no part in choosing rows; 1.9% or so of the library scored in one or more.
